ADAM17 inh: ADAM17 inhibition, QFRET primary screen | inhibition, % at 6.95 µM | AID 720648 | hit rate 0.83% among 370,000 | recombinant ADAM17, EDANS/DABCYL FRET peptide cleavage | P78536;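 active means inhibition above the mean of compounds lying between control limits plus 3 SD, set per campaign, cut at about 8.5% in these data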;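 further: 0% = DMSO-only wells as the low control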
Target sequence (P78536 215-824 limits assumed): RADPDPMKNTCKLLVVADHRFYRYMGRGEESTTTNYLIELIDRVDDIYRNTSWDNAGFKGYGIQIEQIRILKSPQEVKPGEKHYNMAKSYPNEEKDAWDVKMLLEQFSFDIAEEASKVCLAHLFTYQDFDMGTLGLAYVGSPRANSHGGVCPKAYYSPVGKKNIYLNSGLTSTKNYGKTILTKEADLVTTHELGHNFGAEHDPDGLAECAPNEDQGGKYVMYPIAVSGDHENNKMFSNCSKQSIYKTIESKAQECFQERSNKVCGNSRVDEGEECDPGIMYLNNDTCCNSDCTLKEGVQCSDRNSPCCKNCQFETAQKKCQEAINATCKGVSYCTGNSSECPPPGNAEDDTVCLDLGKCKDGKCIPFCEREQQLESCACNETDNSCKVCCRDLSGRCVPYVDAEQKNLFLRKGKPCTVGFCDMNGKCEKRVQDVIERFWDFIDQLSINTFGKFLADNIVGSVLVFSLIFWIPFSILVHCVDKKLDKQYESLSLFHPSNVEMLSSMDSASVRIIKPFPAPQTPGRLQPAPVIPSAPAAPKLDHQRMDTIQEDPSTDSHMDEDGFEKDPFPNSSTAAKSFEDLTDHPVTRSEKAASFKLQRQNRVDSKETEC
sPLA2-III inh: Inhibits HGIII-sPLA2 liposome hydrolysis, primary screen; QFRET BODIPY PC-A2 liposome hydrolysis, fluorescence; inhibition, % at 12.2 µM; hit rate 0.56% among 370,000;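 active means inhibition above mean plus 3 SD of compounds lying within the high and low control bounds, cut at about 19% in these data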;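 further: 0% = median of test compound wells and 100% = no enzyme DMSO wells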
DAX1 inh-1: NR0B1 (DAX1) inhibition; hit rate 0.99% among 340,000; HEK293 Gal4-DAX1 luciferase reporter, luminescence; AID 504766; inhibition, % at 6.75 µM;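 active means inhibition above the mean over all tested compounds plus 3 SD, cut at about 4.2% in these data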;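 further: 0% = DAX1-transfected cells with DMSO and 100% = empty-vector control cells with DMSO; inhibition shows as a rise in luminescence from relieved DAX1 repression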
Target sequence (P51843 207-470 limits assumed): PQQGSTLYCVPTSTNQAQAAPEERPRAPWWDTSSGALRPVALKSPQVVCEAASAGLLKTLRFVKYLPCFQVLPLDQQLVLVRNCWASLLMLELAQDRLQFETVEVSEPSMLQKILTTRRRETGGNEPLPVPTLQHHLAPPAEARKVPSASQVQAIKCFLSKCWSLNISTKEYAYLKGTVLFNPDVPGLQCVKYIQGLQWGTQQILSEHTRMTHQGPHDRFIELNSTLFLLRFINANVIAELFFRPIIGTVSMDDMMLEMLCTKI
DAX1 inh-2: blocks DAX1 repression of SF-1 activated StAR promoter. HEK293T StAR-luciferase reporter, SF-1/DAX-1 repression relief. inhibition, % at 6.8 µM. hit rate 1.1% among 370,000. AID 652010;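 active means inhibition above the mean over all tested compounds plus 3 SD, cut at about 3.6% in these data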;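 further: 0% = DAX-1 cells with DMSO and 100% = cells lacking DAX-1 with DMSO; higher inhibition means more luminescence from relief of DAX-1 repression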
ADAM10 inh: inhibitors of human ADAM10 | hit rate 0.62% among 370,000 | AID 720582 | O14672 | recombinant ADAM10, EDANS/DABCYL FRET peptide cleavage, 3 h | inhibition, % at 7 µM;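 active means inhibition above a per-campaign cutoff equal to the mean of compounds falling between control-based bounds plus 3 SD, cut at about 20% in these data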;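 further: 0% = DMSO wells while the 100% control is not disclosed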
hcDAF12 agonist: activates DAF-12 receptor from parasite H. contortus. activation, % at 6.8 µM. HEK293 hcDAF-12 lit1-tk-luc reporter, luminescence; 0% DMSO, 100% Δ7-dafachronic acid. hit rate 1.4% among 370,000;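 active means activation above the mean of all tested compounds plus 3 SD, cut at about 5.5% in these data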;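 further: 100% = response to 3 µM Δ7-dafachronic acid high control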
ssDAF-12 act: activators of S. stercoralis DAF-12 nuclear receptor | HEK293 ssDAF-12/GRIP1 lit1-tk-luc reporter, luminescence; % of 3 µM dafachronic acid response | activation, % at 6.8 µM | hit rate 1% among 370,000 | AID 652126;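 active means activation above the mean over all tested compounds plus 3 SD, cut at about 0.9% in these data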;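 further: 0% = DMSO-only wells and 100% = 3 µM delta7-dafachronic acid wells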
PLCg1 inh: inhibitors of human phospholipase C gamma1; hit rate 0.84% among 370,000; purified PLC-gamma1, fluorogenic substrate, fluorescence; inhibition, % at 12.2 µM; in the data active means inhibition above about 9.5%
PLC-beta3 inh: PLC-beta3 (human) inhibition, primary screen. inhibition, % at 12.2 µM. AID 720704. hit rate 0.18% among 370,000. Purified PLC-beta3, fluorogenic substrate, fluorescence; in the data active means inhibition above about 11%;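 further: 0% = median of compound wells on plate and 100% = full blocker control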
FXN GAA850 act: frataxin GAA850 promoter activation. HEK293 lucGAA850 FXN promoter luciferase reporter, 24 h; percent of 10 µM SAHA response. activation, % at 6 µM. hit rate 0.56% among 360,000. AID 540364;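 active means activation above the average of all compounds screened plus 3 SD, cutoff fixed separately per campaign, cut at about 7.5% in these data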;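 further: 0% = DMSO wells and 100% = 10 µM SAHA wells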
hgDAF-12 ag: activates the H. glycines DAF-12 receptor ligand-binding domain; activation, % at 6.8 µM; hit rate 1.8% among 370,000; HEK293 GAL4-hgDAF12 UAS-luciferase reporter, agonist luminescence; normalized to butyrate control; AID 687014;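 active means activation above a cutoff set at the mean of all screened compounds plus 3 SD, cut at about 10% in these data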;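 further: 0% = DMSO wells and 100% = sodium butyrate wells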
* hit, by the source's call; i = inactive; . = not tested or not shown.

Value order – DAX1 inh-2	hcDAF12 agonist	DAX1 inh-1	sPLA2-III inh	ADAM17 inh	ssDAF-12 act	PLCg1 inh	FXN GAA850 act	hgDAF-12 ag	PLC-beta3 inh	ADAM10 inh
- C/C=C(/C)C(=O)Nc1cccc(C2=NOC3(C2)C[C@@H](C(N)=O)N(C(=O)[C@H]2CCC(=O)N2)C3)c1 (some centres undefined)
    0.1	-0.7	-1.1	11	-3	-1.7	5	0.8	-2.1	-1	-9
- N#Cc1ccc(Oc2ccc(C(N)=O)cc2)cc1C#N
    0.0	-0.8	0.2	1	-4	-1.1	-1	1.4	-0.7	1	-6
- COc1ccc(C(=O)N[C@H](C(=O)Nc2nc3c(s2)CCCC3)C(C)C)cc1
    0.5	1.2	-0.1	-14	2	-0.9	1	2.4	4.8	6	5
- CCOC(=O)/C=C/C(=O)OCC(=O)Nc1ccc(OC)c(Cl)c1
    0.8	-3.1	0.4	0	3	-1.1	5	-1.1	1.1	0	5
- O=C(C[n+]1ccccc1)Nc1ccccc1
    0.1	0.1	.	0	-3	-1.3	1	3.4	-2.1	-1	-1
- CC1CCN(c2ccc3c(c2)S(=O)(=O)c2cc(C(=O)O)ccc2C3=O)CC1
    1.4	0.2	-0.2	-7	-5	-0.6	-75	0.1	2.8	-104	-7
- CCN(CC)CCNC(=O)CS(=O)Cc1nc(-c2ccc(Cl)cc2)oc1C (centres undefined)
    0.2	-1.1	0.6	0	-4	-1.0	-4	1.1	1.1	-3	-3
- NC(=O)C1CCN(C(=S)c2ccc(-c3ccc(Br)cc3)o2)CC1
    2.2	0.3	.	4	-1	-0.5	2	3.4	12*	2	-3
- CCCSc1nc2sc3c(c2c(=O)[nH]1)CC(C)(CC)OC3 (centres undefined)
    -0.1	-1.4	1.4	-2	-2	-1.0	4	-0.1	-1.4	6	1
- Cc1cc(NC(=O)CSc2nc(CC(C)(C)C)nc3c2c(=O)n(C)c(=O)n3C)no1
    0.6	-0.7	0.4	16	-2	-0.8	-1	-2.8	1.3	-1	0
- COc1ccc(/C=C/C(=O)Nc2cc(C(F)(F)F)ccc2Cl)cc1
    0.0	-0.4	-0.3	1	-2	-2.0	2	0.6	4.2	-4	0
- CCNC(=O)NC(=O)COC(=O)CCCSc1nc2ccccc2[nH]1
    0.1	-1.8	0.7	-3	-3	-0.4	3	1.8	0.4	-3	6
- CCOC(CCn1c(SCc2cccc([N+](=O)[O-])c2)nc2ccccc2c1=O)OCC
    -0.1	-1.6	-0.6	-8	-1	-2.0	3	2.1	0.5	1	-1
- CCC(NC(=S)NC1CCCCC1)c1ccccc1 (centres undefined)
    -2.8	-4.2	-1.9	15	-3	-1.3	1	-0.6	-3.7	-5	4
- Cc1ccc(S(=O)(=O)N(C)c2ccc(C(=O)NCC(c3ccco3)N(C)C)cc2)cc1 (centres undefined)
    -1.0	-0.9	-0.3	-8	-3	-1.5	-2	-1.9	-1.2	-5	-6
- O=C1OC(/C(=C\Nc2ccccc2)[N+](=O)[O-])c2ccccc21 (centres undefined)
    -0.8	-0.1	2.3	-5	-1	-0.9	2	1.4	1.3	-6	3
- CC(C)NC(=O)c1onc(CSc2ccccc2F)c1C(=O)O
    -0.2	-1.7	-0.5	7	-8	-1.1	0	0.4	0.1	-1	-7
- O=C(CCCNC(=O)c1ccc(Cl)cc1)Nc1ccccc1C(F)(F)F
    -0.1	-2.2	-0.8	5	-1	-1.3	3	-1.9	-0.6	-7	2
- CCOC(=O)[C@H]1[C@H]2COc3cc(OC)ccc3[C@@H]2N2C(=O)c3ccc(C)cc3NC(=O)[C@@]12C
    -0.4	-0.9	1.5	25*	-1	-0.8	3	-4.1	1.3	-5	2
- COc1ccc(-c2nc3ccccc3c(=O)n2CCOc2ccccc2C)cc1
    -0.2	6.6*	6.9*	-2	-1	0.0	-1	2.0	2.6	0	0
- CC(C)(O)C#Cc1ccc(N2C(c3ccsc3)=Cc3ccc(F)cc3C2c2c[nH]c3ccccc23)cc1 (centres undefined)
    0.6	3.6	.	-5	-6	0.5	-14	.	1.8	-15	-15
- Cc1cccnc1CCNC(=O)C1CCC(=O)N(Cc2cccc(F)c2)C1 (centres undefined)
    -1.6	0.3	0.6	7	-4	-1.1	6	0.3	-0.9	-7	-10
- CC1CCCCN1CC(O)COCc1ccc(Cl)cc1 (centres undefined)
    0.2	0.0	-0.2	2	2	-1.1	6	-0.5	-1.3	-5	3
- Cc1ccc(S(=O)(=O)NC(=O)c2ccc(-c3ccc(C)c4ccccc34)o2)cc1
    0.1	0.8	0.5	-33	i	-1.3	-139	-0.3	1.7	-196	i
- COc1ccc2ccc3c(c2c1)N=C[C@]1(O3)N(C)c2ccccc2C1(C)C
    -1.9	-2.2	-1.2	-5	-22	-0.8	-38	3.1	-3.5	-48	-94
- COCCn1ccc2c(OCC(=O)NCc3ccc(C)cc3)cccc2c1=O
    0.3	1.7	-0.4	11	-11	-1.5	3	0.2	4.6	-7	-31
- CC(C)(C)C(=O)c1cnc(Nc2ccccc2Cl)s1
    2.4	4.0	4.0	3	-1	0.5	-34	4.3	13*	-42	-8
- C[C@H](CO)N1C[C@H](C)[C@@H](CN(C)C(=O)Nc2ccc(C(F)(F)F)cc2)Oc2c(NC(=O)c3ccncc3)cccc2C1=O
    0.1	-1.5	0.4	3	1	-0.9	0	0.5	-0.8	3	9
- COc1cccc(-c2[nH]nc3c2C(c2ccsc2)C(C#N)=C(N)O3)c1 (centres undefined)
    -0.7	1.9	0.5	-19	1	-0.1	-5	-0.5	-3.3	-7	3
- Cc1cc(=O)c(C(=O)O)cn1Nc1ccc(Cl)cc1
    -0.7	-1.1	0.3	6	-2	-1.0	-126	0.6	-2.5	4	-11
- CCc1nnc(NC(=O)CSc2nc(-c3ccccc3)cc(-c3ccc(F)cc3)c2C#N)s1
    -0.2	-1.0	0.2	1	1	-1.4	-38	-1.4	-1.6	-49	7
- CCCCC1=CC2=CC(=O)C(C)(OC(=O)CC)C(=O)C2=CN1c1ccc(OC)cc1 (centres undefined)
    0.1	0.0	-0.4	-4	-8	-1.4	-44	0.4	-0.5	-49	-34
- O=C(Nc1cccc([N+](=O)[O-])c1)c1ccc2c(c1)C(=O)N(c1ccccn1)C2=O
    0.0	-1.1	0.5	2	0	-1.2	0	2.5	0.6	-6	-6
- O=C(Oc1ccc(Cl)c2ccccc12)N1CCCCC1
    0.8	-0.3	-0.7	1	-2	-1.1	1	1.9	6.7	1	1
- COC1OC(CO)C(O)C(O)C1O (centres undefined)
    -0.3	-0.6	0.7	2	-5	-1.8	1	-0.1	-2.1	1	-16
- CNC(=O)C1(C)Cc2c(-c3ccc4c(c3)OCO4)ccnc2O1 (centres undefined)
    -1.4	-1.3	.	5	-21	-0.7	-9	1.6	3.1	-8	-74
- O=C(NCc1nnc(SCC(=O)N2CCCCCC2)o1)c1ccc(F)cc1
    1.6	-0.4	-0.2	2	0	-1.7	9	-2.1	0.7	-3	6
- COC(=O)C1=C(O)/C(=C\c2ccc(CNC(=O)C(=O)Nc3ccc(C)cc3)o2)N=C1C
    0.9	1.3	0.0	3	-6	-0.4	-10	-1.1	2.1	-12	-5
- COc1cc(CC(=O)O)c(C(C)=O)cc1OC
    0.2	-1.6	-0.6	4	-2	-0.9	3	2.0	0.3	1	-10
- O=C(NNC(=O)C1CCC(C(=O)NNC(=O)c2cccs2)CC1)c1cccs1 (centres undefined)
    -0.2	-1.1	0.6	0	-3	-0.9	6	-1.2	1.9	-4	-9
- O=C(Nc1ccc(Cl)cn1)c1ccccc1SCc1ccccc1
    -0.2	-2.3	-0.9	1	-3	-0.2	0	-0.1	-0.1	-8	5
- O=C(NN1CC(=O)N(c2cc(Cl)cc(Cl)c2)CC1=O)c1cccs1
    -0.7	-0.6	-0.8	2	-5	-1.0	4	1.0	-2.0	9	8
- COCCNC(=O)c1nc2c(nnn2Cc2cc(C)ccc2C)c(=O)[nH]1
    -0.5	0.6	0.2	5	6	-1.2	5	2.6	-0.5	3	6
- CC1(C)CC2CC(C)(CN2S(=O)(=O)c2cccc(C(=O)O)c2)C1 (centres undefined)
    0.2	-1.4	0.2	-2	1	-1.8	4	0.1	2.5	-3	5
- C#CCOCCOCCOCCNc1nc(N2CCN(C(=O)C([C@@H](C)O)n3cc([C@@H](N)CCCCN)nn3)CC2)nc(N2CCN(C(=O)C([C@@H](C)O)n3cc([C@@H](N)CCCCN)nn3)CC2)n1 (some centres undefined)
    -0.5	-0.9	1.4	5	-3	-0.8	2	2.3	-0.8	3	-2
- CCOc1cc(/C=C(\C#N)C(=O)Nc2ccccc2C(=O)O)ccc1OC(=O)c1ccc(C)cc1
    -0.1	-0.1	0.8	2	2	-0.2	-3	1.7	-1.4	-5	1
- COc1ccc(C2=NN(Cc3c(F)cccc3Cl)C(=O)CC2)cc1
    0.2	-3.4	-0.6	3	-3	-1.0	2	4.7	-4.8	-12	0
- O=[N+]([O-])c1cccc(/C=C/c2ccccn2)c1
    -0.4	1.9	0.7	2	-4	-0.5	2	2.7	3.8	3	1
- Nc1nnc(SCc2cccnc2)s1
    0.0	1.4	0.8	3	-3	-1.5	1	-0.9	-1.5	2	4
- Cc1cccc(N2CCN(S(=O)(=O)c3c(C)noc3/C=C/N(C)C)CC2)c1C
    0.3	-1.7	0.6	27*	-5	-0.9	-3	1.4	1.0	-11	4
